# RXFP1 ag = agonists of human relaxin receptor RXFP1. AID 2676. 370,000 tested, 0.3% active. Q9HBX9. HEK293T-RXFP1 cAMP TR-FRET, 30 min; response scale: percent of porcine relaxin response, buffer zero. Potency, µM (top dose mostly 57.5 µM), inactives show at the top dose activation, actives largely listed as activators; further: potency means the concentration at half of the fitted maximal effect; on the % scale 0 is the no-effect control and ±100 the full control effect; nearly all actives have a fitted effect of over 60% in size; many of its hits are not listed in these tables
#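 cAMP rise read by TR-FRET after 30 min, 37C compound exposure (up to 58 uM) in RXFP1-transfected HEK293 cells with Ro 20174 present. EC50 from Hill-equation fits, with 29 nM porcine relaxin as 100% and buffer as basal.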
# LDHA inh = inhibitors of human lactate dehydrogenase A; AID 1347041; activity change, % (values are at about 110 or 230 µM); 480,000 tested, 0.15% active; P00338; purified LDHA, NADH/diaphorase-resazurin fluorescence; stronger effect = lower value; in the data active means activity change below about -30%; inconclusive means mostly about -25% to -30%;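 further: plate controls were DMSO wells for no effect and wells without enzyme for full effect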
#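 Enzyme activity of human lactate dehydrogenase 5 (2 nM; 0.06 mM NADH, 0.2 mM pyruvate, 5 min, RT) is measured via a resazurin/diaphorase fluorescence readout of residual NADH.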
# USP1-UAF1 inh = inhibitors of human USP1/UAF1 deubiquitinase; Potency, µM (series often up to 57.1 µM), inactives show at the top dose activity change, negative = inhibition, usual class: inhibitors; AID 743255; recombinant USP1/UAF1, Ub-Rhodamine cleavage fluorescence; O94782; 390,000 tested, 0.23% active; further: potency means the concentration at half of the fitted maximal effect; on the % scale 0 is the no-effect control and ±100 the full control effect; nearly all actives have a fitted effect of over 60% in size; inactives centre near -12
# Target sequence (O94782 whole entry, looked up): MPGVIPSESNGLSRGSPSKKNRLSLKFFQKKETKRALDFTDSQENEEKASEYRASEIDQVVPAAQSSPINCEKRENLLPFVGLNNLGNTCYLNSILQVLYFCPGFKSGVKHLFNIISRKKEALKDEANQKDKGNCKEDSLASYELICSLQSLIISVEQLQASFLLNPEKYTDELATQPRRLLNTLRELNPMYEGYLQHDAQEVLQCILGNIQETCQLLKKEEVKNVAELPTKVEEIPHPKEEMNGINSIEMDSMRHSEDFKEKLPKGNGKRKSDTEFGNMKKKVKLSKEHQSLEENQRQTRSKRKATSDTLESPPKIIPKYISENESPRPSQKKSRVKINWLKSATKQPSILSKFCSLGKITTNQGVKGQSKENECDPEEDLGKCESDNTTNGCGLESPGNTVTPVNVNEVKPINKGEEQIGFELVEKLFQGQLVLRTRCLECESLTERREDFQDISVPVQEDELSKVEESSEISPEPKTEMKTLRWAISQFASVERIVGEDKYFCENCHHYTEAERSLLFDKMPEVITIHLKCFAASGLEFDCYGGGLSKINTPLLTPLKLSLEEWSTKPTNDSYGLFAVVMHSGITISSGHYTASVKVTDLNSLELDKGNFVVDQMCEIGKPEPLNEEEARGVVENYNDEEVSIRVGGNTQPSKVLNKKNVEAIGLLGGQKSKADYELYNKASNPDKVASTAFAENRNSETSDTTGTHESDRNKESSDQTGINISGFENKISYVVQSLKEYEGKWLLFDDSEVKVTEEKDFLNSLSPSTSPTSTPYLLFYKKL
#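 1 nM enzyme complex + cpd, 15 min RT; start with Ub-Rho 150nM final; kinetic fluorescence ex 480/em 540, 6 reads q60 s. Buffer 50mM HEPES pH 7.8, 0.5mM EDTA, 0.1 mg/ml BSA, 1mM TCEP, 0.01% Tween-20.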
# TrxR1 substrate = rat thioredoxin reductase 1 substrate activity; O89049; purified TrxR1 substrate turnover, NADPH consumption readout; Potency, µM (series often up to 114 µM), for the others: at the highest dose activity change, negative = substrate turnover; 390,000 tested, 0.01% active; AID 588456; further: potency means the concentration at half of the fitted maximal effect; on the % scale 0 is the no-effect control and ±100 the full control effect; nearly all actives have a fitted effect of over 50% in size
#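 Rat TrxR1, dispensed at 90 nM, was prereduced with 400 uM NADPH (final) for 5 min at ~22 deg C, then incubated with compound 15 min before 400 uM selenite. A first-read NADPH fluorescence drop versus no-compound background flagged substrates.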
# Glioma ERSR ind = induces the endoplasmic reticulum stress response in human glioma cells; Potency, µM, for inactives: at the top dose activation, most hits filed as activators; U87-MG GRP78 promoter luciferase reporter, 16 h; 420,000 tested, 0.02% active; AID 602332; further: potency means the concentration at half of the fitted maximal effect; series mostly up to about 76 µM; % of control where 0% means no effect; nearly all actives have a fitted effect of over 35% in size
#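 Stably transfected U87-MG human glioma cells carrying a GRP78-based luminescent sensor were seeded at 1000 cells/well, pin-dosed with compounds and incubated 16 h. Luciferase reagent was then added, and end-point luminescence was read after 10 min at room temperature.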
# PI4K2A block = PI4K2A (human) kinase inhibition. activity change, negative = inhibition, % at 76.9 µM. purified PI4K2A, ADP-Glo luminescence, 1 h; stronger effect = lower value. AID 1346378. Q9BTU6. 420,000 tested, 0.13% active; in the data active means activity change below about -50%; inconclusive means mostly about -30% to -49%;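 further: -100% = wells without enzyme as full effect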
#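 PI4K2A activity was measured by ADP-Glo luminescence: enzyme (4 ug/mL stock) and phosphatidylinositol (1.2 mM stock) in Tris pH 7.5/MgCl2/EGTA/Triton X-100 buffer were reacted with ATP (300 microM stock) for one hour at ambient temperature.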
# Vif-A3G inh = Vif-A3G binding inhibition; HeLa A3G-eYFP + Vif (tagged APOBEC3G with the HIV-1 protein that degrades it), YFP fluorescence, overnight; Potency, µM (doses to about 46.1 µM), inactives show at the highest dose activity, negative = active, hits mostly inhibitors; 410,000 tested, 0.076% active; AID 602310;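 further: potency means the concentration at half of the fitted maximal effect; on the % scale 0 is the no-effect control and ±100 the full control effect; nearly all actives have a fitted effect of over 60% in size; hits raise eYFP signal because A3G escapes Vif-driven loss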
#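 Read-out is eYFP fluorescence (Ex 488/Em 500-530) from Vif-expressing HeLa A3G-eYFP cells; more signal means A3G escaped Vif-mediated degradation. Cells plated overnight, compound pinned in, incubated overnight at 37 deg C.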
# mIDH1 inhibitor = inhibitors of human mutant IDH1 R132H; IDH1-R132H enzyme, NADPH consumption, diaphorase/resazurin fluorescence; Potency, µM (series often up to 76.6 µM), inactives show at the highest dose activity change, negative = inhibition, actives largely listed as inhibitors; 390,000 tested, 0.093% active; further: potency means the concentration at half of the fitted maximal effect; on the % scale 0 is the no-effect control and ±100 the full control effect; nearly all actives have a fitted effect of over 65% in size
#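 IDH1-R132H (0.5 ug/mL dispensed) in pH 7.5 Tris buffer was preincubated 30 min with compound, then given a substrate mix of 0.016 mM NADPH and 2 mM alpha-KG for 80 min at room temperature; remaining NADPH was read by diaphorase/resazurin fluorescence.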
# Vif-APOBEC3F blk = blocks the Vif interaction with APOBEC3F; HeLa A3F-eYFP + Vif (tagged APOBEC3F with the HIV-1 protein that degrades it), YFP fluorescence increase; Potency, µM (doses to about 46.1 µM), for the others: top-dose activity, negative = active; 390,000 tested, 0.2% active; AID 602313; further: potency means the concentration at half of the fitted maximal effect; % of control where 0% means no effect; nearly all actives have a fitted effect of over 65% in size
#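 HeLa cells stably expressing Vif plus C-terminally eYFP-tagged A3F were seeded, incubated overnight at 37 deg C, dosed with compound, incubated overnight again at 37 deg C. Yellow fluorescence (Ex 488/Em 500-530) reported blocked Vif-mediated A3F-eYFP degradation.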
# * marks the source's active call; other numbers are inactive results; ? = inconclusive; · = not tested or not shown; [ ] = another dose, or the depositor's remark. Unless noted, the call rests on the fitted dose curve; in most records, active means well fitted curve in the direction sought with a large enough effect; inconclusive means small, poorly fitted or top-dose-only effect, or another doubt; inactive means no such curve, though single readings can be large; an effect the other way counts as inactive or inconclusive. This is a subset. The share of hits here may be higher or lower than overall.
Molecule | RXFP1 ag | LDHA inh | USP1-UAF1 inh | TrxR1 substrate | Glioma ERSR ind | PI4K2A block | Vif-A3G inh | mIDH1 inhibitor | Vif-APOBEC3F blk
C[C@@H](CN1C(=O)C(=O)NC[C@@H]1C)NC(=O)CC12CC3CC(CC(C3)C1)C2 | -1.6% | -8 | 12% | -5% | -6% | -5 | 3% | -5% | 0%
Cn1c(SCc2cccc([N+](=O)[O-])c2)nc2ccccc2c1=O | 1.8% | -7 | -7% | 5% | -4% | -2 | -13% | 9% | 1%
Cc1cccc(C)c1NC(=O)Cn1nnc(C(=O)Nc2c(C)cccc2C)c1N | -2.0% | -12 | -20% | -1% | 0% | -1 | 2% | -6% | 0%
O=C(NCN1CCN(c2ccccc2F)CC1)c1cccnc1 | 0.5% | -1 | -15% | 5% | -6% | -3 | 1% | 7% | 0%
COc1ccc(CCN=C(C)c2cc(C)c(C)cc2O)cc1OC | 3.0% | -1 | -19% | 3% | -1% | 0 | 0% | -6% | 0%
C=CCn1c(SCC(=O)Nc2ccc3c(c2)CCC3)nnc1-c1cccs1 | -1.0% | -7 | -17% | -1%[57.1 µM] | -6% | 10 | 3% | 8% | 2%
CCOc1ccc(N(CC(=O)NC2CCCC2)C(=O)CCC(=O)Nc2nccs2)cc1 | -0.1% | -6 | -9% | -4% | -1% | -1 | 0% | 7% | -1%
Cc1cc(C)nc(N2CCC(C(=O)NC3CC3)CC2)n1 | 4.5% | 0 | -16% | 6% | -4% | -4 | 0% | 0% | 1%
COC(=O)c1ccnc(SCC(=O)c2ccccc2)c1 | 0.9% | -4 | -18% | 2% | 1% | -2 | 0% | 0% | -7%
Cn1cc([N+](=O)[O-])c(C(=O)NCc2ccccc2)n1 | -0.7% | -5 | -5% | 9% | 0% | 3 | 0% | 0% | 1%
CCCC(OC(=O)CN1C(=O)COc2ccccc21)C(=O)NC1CCCC1 (stereo not drawn) | 3.1% | -10 | -19% | 9% | -4% | 9 | 0% | -6% | -1%
O=C1CCC(C(=O)N2CCCCCCC2)CN1Cc1cccc(C(F)(F)F)c1 (stereo not drawn) | -1.3% | -1 | -1% | 3% | -6% | 3 | 1% | 6% | 2%
COc1cccc(CN(CC(=O)NCC2CCCO2)C(=O)CNS(=O)(=O)c2ccccc2)c1 (stereo not drawn) | · | 2 | 0% | 3% | -5% | 1 | -3% | 6% | -12%
CC1=CC(=O)N(c2cccc(C(F)(F)F)c2)C1c1ccc(Cl)cc1 (stereo not drawn) | -0.1% | 4 | -19% | -5% | -2% | 0 | 0% | 1% | 7%
CCCCN(CCCC)CCNC(=O)c1cn(C)c2ccc(S(=O)(=O)N(C)C3CCCCC3)cc2c1=O | -1.3% | -2 | -13% | 23% | 2% | -2 | 0% | 15% | -9%
Clc1ccc(-c2nnc(-c3ccccc3)nc2-c2c[nH]c3ccccc23)cc1 | -1.2% | -3 | -17% | 4%[57.1 µM] | 0% | 3 | -4% | 2% | -1%
CC(C)CC(=O)NCc1ccc2[nH]c3c(c2c1)CCCC3 | 1.4% | 2 | -16% | -3% | 0% | -3 | -3% | -5% | 11%
Cc1cc(C)nc(/N=C(\N)Nc2ccc(S(=O)(=O)O)cc2)n1 | 28% | -7 | -19% | 0%[57.1 µM] | -4% | 7 | -8% | -6% | -1%
O=C(Nc1ccc([N+](=O)[O-])cc1)C(c1ccccc1)c1ccccc1 | · | -8 | -20% | · | 0% | 7 | 3% | 0% | 10%
O=C(c1ccccc1)N1c2nc(-c3ccco3)nn2C2(CCCCC2)[C@@H]2CCCC[C@@H]21 | -3.4% | -1 | -8% | 6% | -3% | -4 | -4% | -2% | -11%
Cc1ccc(Cn2nnc3c(=O)n(CC(=O)NCc4ccc5c(c4)OCO5)cnc32)cc1 | 2.7% | -12 | 22% | 6% | 2% | 1 | -18% | 5% | -8%
Cc1ccc(NC2=C(NC(=O)c3ccccc3)C(=O)c3ccccc3C2=O)cc1Cl | -2.6% | 38 | ? | ? | 3% | -20 | -8% | 18% | -10%
CCN1CCN(CC(=O)N/N=C/c2cc(Br)cs2)CC1 | -2.8% | -30* | -2% | -2% | -4% | -3 | 2% | 5% | 3%
Cc1c(OCC(=O)N[C@@H](Cc2ccccc2)C(=O)O)ccc2c3c(c(=O)oc12)CCC3 | -0.5% | -1 | 11% | 36%[activator] | 2% | -2 | -3% | -12% | 4%
O=S(=O)(c1cc(Cl)ccc1Cl)n1nnc2ccccc21 | 0.3% | -6 | -6% | 8% | -3% | 1 | 0% | 0% | 1%
O=C(Cc1ccccc1[N+](=O)[O-])NCc1ccc(Cl)cc1Cl | -0.6% | -2 | 2% | -6% | 6% | 4 | -3% | 4% | -1%
CCOC(=O)N/N=C(C)/C=C/c1ccccc1 | 0.2% | 4 | -20% | -18% | 7% | -1 | 2% | -2% | 3%
CC(=O)c1cc(C)c(OCc2cn(CC(=O)c3ccc(O)cc3)nn2)c(C)c1 | · | 3 | -26% | 0% | -1% | -23 | -1% | 27% | 11%
CC1CCc2c(sc(NC(=O)CCCn3cnc([N+](=O)[O-])n3)c2C(N)=O)C1 (stereo not drawn) | 0.1% | 3 | -21% | 0% | -1% | 3 | 0% | 1% | 0%
CCN(CC)S(=O)(=O)c1cccc(NC(=O)COC(=O)c2ccc(Br)o2)c1 | 0.0% | -1 | -4% | -8% | -5% | 6 | 0% | 12% | -4%

# Continuation.
Molecule | RXFP1 ag | LDHA inh | USP1-UAF1 inh | TrxR1 substrate | Glioma ERSR ind | PI4K2A block | Vif-A3G inh | mIDH1 inhibitor | Vif-APOBEC3F blk
CCN(Cc1ccccc1)C(=O)CSc1ccccc1C(=O)O | -0.3% | -7 | -12% | 1% | -3% | -9 | 2% | 6% | -2%
COc1ccccc1NC(=O)CSc1nc(O)cc(=O)[nH]1 | 0.6% | -3 | -2% | 9% | -3% | -3 | 0% | -1% | -14%
CCNc1nc(NCC)nc(N(C)N)n1 | 0.0% | 1 | -11% | 3% | -5% | 0 | 2% | 0% | ·
CC(=O)N1c2ccc(S(=O)(=O)N3CCCCC3)cc2CC1C(=O)Nc1ccc(F)cc1C (stereo not drawn) | -3.0% | -1 | -15% | 0% | 2% | -1 | 2% | -6% | -6%
COc1cccc(NC(=O)COC(=O)CCCc2c[nH]c3ccccc23)c1 | 0.5% | -10 | -17% | -6% | -2% | -7 | 2% | 4% | -23%
O=C(CN1CCCCCC1)Nc1ccccc1[N+](=O)[O-] | 0.4% | -14 | -9% | 5%[2.29 µM] | -3% | -4 | 0% | 1% | 14%
COc1ccc(N2CCN(C(CNC(=O)C(=O)NCc3ccc(C)cc3)c3cccnc3)CC2)cc1 (stereo not drawn) | -0.7% | -1 | 6% | 0% | -3% | 3 | 4% | -7% | 1%
COc1ccc(C)cc1S(=O)(=O)N1CCCC(C(=O)N2CCN(c3ccccc3)CC2)C1 (stereo not drawn) | 3.0% | -3 | -11% | -4% | -3% | -3 | 1% | 2% | -5%
NC(=O)c1c(NC(=O)CSc2nc(N)cc(=O)[nH]2)sc2c1CCCC2 | -0.2% | -2 | -20% | 0% | -5% | 2 | 0% | -1% | 4%
Cc1onc(-c2ccccc2)c1C(=O)NCCCc1ccccc1 | -1.4% | -5 | -22% | -3% | 1% | 3 | 2% | -8% | -1%
COc1cc2[nH]c3c(=O)n(CCN4CCCCC4)cnc3c2cc1OC | 1.5% | 1 | -2% | 57%[activator] | -5% | 2 | 0% | 7% | 8%
CC(C(=O)NC1CCCCC1)N1C(=O)C2C3C=CC(C3)C2C1=O (stereo not drawn) | -0.1% | -3 | -9% | 4% | 11% | 1 | 4% | -6% | 2%
CN(C)c1cc(-c2ccccc2)nc(N)n1 | 0.8% | -1 | -13% | 0% | -2% | 6 | -22% | -3% | -9%
Cc1ccc(NC(=O)C(C)OC(=O)CSc2ccccc2)cc1 (stereo not drawn) | · | -3 | 3% | -5% | 1% | 1 | -4% | 7% | 4%
Cc1ccc2c(c1)N(CC(=O)N1CCCCCC1)C(=O)c1cccnc1O2 | -0.4% | -7 | -25% | 8%[57.1 µM] | -8% | 5 | 1% | -5% | 1%
Nc1nc(C(F)(F)F)cc(=O)n1N | -1.0% | 1 | -16% | -6% | -4% | 0 | 2% | 2% | -1%
CCOc1ccc(/C=C2\C(=O)c3ccccc3OC2c2ccccc2)cc1 (stereo not drawn) | -4.1% | -2 | -19% | -8% | 2% | 3 | -20% | 3% | -17%
COc1ccc(OC)c(-c2nc(C(=O)NCC3CCCO3)cc3c2[nH]c2ccccc23)c1 (stereo not drawn) | -0.3% | -18 | -24% | 14% | -2% | 6 | 1% | -20% | 0%
